ERK EGF inh: EGF-driven ERK pathway inhibition; HEK293-V1b, EGF-stimulated phospho-ERK AlphaScreen; Potency, µM (highest dose often 11.5 µM), for inactives: at the top dose activity change, negative = inhibition, hits mostly inhibitors; 130,000 compounds, 0.41% hits; active = well fitted inhibition curve with a large enough effect; inconclusive = small, poorly fitted or top-dose-only effect, or effect the other way;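 also: plate controls were stimulated vehicle wells for no effect and unstimulated vehicle basal for full effect; nearly all actives have a fitted effect of over 55% in size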
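In this qHTS, HEK293 cells with stable type-1 vasopressin (V1b) receptor were exposed to compound at 37C for 30 min, stimulated 5 min with EGF at 25 nM, lysed, and probed for phospho-ERK by AlphaScreen.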
Starred values were filed as active, the others as inactive; u = inconclusive; [ ] = remark or other dose. Potency is read from the fitted curve at half-maximal effect. These rows are one share of the data, so the mix of outcomes need not match the whole.

ERK EGF inh | mol
-3% | NS(=O)(=O)c1ccc(CNC(=O)c2ccc(Cl)cc2[N+](=O)[O-])cc1
-8% | COc1ccc(NC(C)=O)cc1S(=O)(=O)Nc1ccc2c(c1)OCCO2
6% | COc1ccc(NC(=O)Nc2nnc(-c3ccccc3F)s2)cc1
1%[57.5 µM] | CC(C)(C)C(=O)OC/C(N)=N/OC(=O)c1ccc(Cl)c(Cl)c1
4% | CN(C(=O)Nc1cnc2ccccc2c1)c1ccccc1
-4%[57.5 µM] | Cc1nn(Cc2ccc(C(=O)NN)cc2)c(C)c1Cl
-15% | CCNc1nc(NCC)nc(OCCOC(=O)Nc2ccccc2)n1
-3% | CCC(Cc1ccccc1)NC(=O)C1=C(C)C(=O)OC12CCC(C)CC2 (stereo not drawn)
-4% | O=c1[nH][nH]c2cc(=O)n(-c3cccc(C(F)(F)F)c3)nc12
-7% | Cc1ccc(N(C(=O)c2csnn2)C(C(=O)NC(C)(C)C)c2cccnc2)cc1 (stereo not drawn)
-1%[57.5 µM] | c1ccc(CCn2nnc3ccccc32)cc1
26% | COc1ccc(NC(=O)Nc2sc(NS(=O)(=O)c3ccccc3)nc2C)cc1
2% | CN(C)S(=O)(=O)c1ccc(Cl)c(NC(=O)COC(=O)CN2C(=O)NC(C)(C)C2=O)c1
8%[57.5 µM] | O=C(Nc1ccccc1)c1cccc(=O)o1
-7% | Cc1nc(C)c(-c2csc(N)n2)s1
-2%[57.5 µM] | CCOC(=O)CN(C(=O)COc1nc(-c2ccccc2)cc(C)c1C#N)c1ccc(C)cc1
-3%[57.5 µM] | CC(C)C(=O)N1CCC2(CC1)Oc1ccc(F)cc1C(=O)C21CC(c2ccc(Cl)cc2)=NO1 (stereo not drawn)
6% | COc1cccc(NC(=O)CCNC(=O)c2ccccc2Cl)c1
6% | Cc1ccc(S(=O)(=O)Nc2ccc(NC(=O)c3ccc(F)cc3)cc2)cc1
-1% | Cc1ccc(Nc2nc3ccccc3c(=O)[nH]2)cc1C
2% | CC(C)Cn1c2c(c(O)c(C(=O)Nn3c(Cc4ccccc4)nc4ccccc4c3=O)c1=O)CCCC2
4% | CCOC(=O)C1=C(O)CSC1=Nc1cccc2ccccc12
-6%[57.5 µM] | CC(=O)Nc1ccc(/C=C/c2ccc3cccc([N+](=O)[O-])c3n2)cc1
-1% | CC1Oc2ccccc2C=C1/C=N/NC(=O)c1ccccc1O (stereo not drawn)
1%[57.5 µM] | O=C(CO/N=C/c1ccc(Cl)cc1Cl)NNC(=O)c1cccc(Cl)c1
0% | CCN1CCN(C(c2cccc(OC)c2OC)c2nnnn2Cc2ccco2)CC1 (stereo not drawn)
-4% | Cn1cnnc1Sc1ccc(C(=O)NCCC23CC4CC(CC(C4)C2)C3)cc1[N+](=O)[O-]
-10% | CCN(C(=O)CSc1ccc2ccccc2n1)C1CCS(=O)(=O)C1 (stereo not drawn)
u | CC(C)(C)C(=O)NCCc1nc2ccccc2n1CC(=O)c1ccc(Cl)cc1
-6%[57.5 µM] | CCN(CC)S(=O)(=O)c1ccc(O)c(C(=O)OCC(=O)N2c3ccccc3CC2C)c1 (stereo not drawn)
-2% | CCC(C)(C)NC(=O)C(c1ccc(F)cc1)N(Cc1cccs1)C(=O)c1cnccn1 (stereo not drawn)
2% | C=CCNC(=O)COC(=O)c1ccc(Cl)c(S(=O)(=O)N(Cc2ccccc2)c2ccccc2)c1
20% | CN(C)c1ccc(-c2nc(NCc3cccnc3)c3ccccc3n2)cc1
3% | COc1ccc2c(c1OC)CCC2=O
-5% | CCN1CCC(NC(=O)Nc2cccc(C(F)(F)F)c2)CC1
-6% | Cc1cc(=O)[nH]c(SCC(=O)Nc2ccnc3ccccc23)n1
-6% | Cn1c2ccccc2c(=O)c2c(O)cccc21
3% | CN1CC(=O)N(CC(=O)Nc2cc(Cl)cc(Cl)c2)C1=O
-4% | O=C(c1cc(C(F)(F)F)cc(C(F)(F)F)c1)N1CCC2(CCCN(c3ccccn3)C2)CC1
3% | OCC1(Cc2ccccc2)CCCN(Cc2ccc(-c3ccco3)cc2)C1 (stereo not drawn)
9% | CC(Cc1ccccc1)C(=O)NCC1CC1 (stereo not drawn)
-8% | CC1=C/C(=N\N=C2\NC(=O)C(CC(=O)Nc3ccccc3)S2)CC(C)(C)C1 (stereo not drawn)
1% | CCc1ccccc1NC(=O)Nc1ccc(F)cc1F
-4% | COCC(=O)N1CCCC(C(=O)c2ccc(-c3ccccc3)c(F)c2)C1 (stereo not drawn)
3% | COCCN(C)C(=O)CC1C(=O)NCCN1CC(c1ccccc1)c1ccccc1 (stereo not drawn)
3%[57.5 µM] | Cn1c(=O)[nH]c(=O)c2c1nc(Br)n2CCSc1ncccn1
4% | CC1=C(C(=O)Nc2ccccn2)C(c2ccc(Cl)cc2)NC(=S)N1 (stereo not drawn)
12% | O=C(COC(=O)c1ccc(S(=O)(=O)N2CCOCC2)cc1)NCc1cccs1
u | COc1cc(S(=O)(=O)NCCN2CCOCC2)ccc1-n1cnnn1
10% | CC(O)Cn1c(=O)c2c(nc(Br)n2Cc2ccccc2)n(C)c1=O (stereo not drawn)

Next records follow.
ERK EGF inh | mol
9% | Cc1cccc(Nc2nc(N)c([N+](=O)[O-])c(N3CCOCC3)n2)c1
-2%[57.5 µM] | CCOC(=O)c1sc(/S(C)=N\S(=O)(=O)c2cccc(Cl)c2)c2c1CCC=C2 (stereo not drawn)
0%[57.5 µM] | COC(=O)[C@H](Cc1ccccc1)NC(=O)Nc1ccc(OC)cc1
-3% | O=C(/C=C/c1ccccc1[N+](=O)[O-])N1CCCCC1
-11%[57.5 µM] | Cc1cc2oc(C(=O)N(Cc3cccs3)C3CCS(=O)(=O)C3)cc(=O)c2cc1Cl (stereo not drawn)
4% | Cc1ccc(S(=O)(=O)N(CC(=O)NCCSc2ccccn2)c2ccc(C)c(C)c2)cc1
10% | CCOC(=O)c1nn(C)c(C)c1Cl
-1% | C/C(=C\C(=O)c1ccc(Br)cc1)Nc1ccc(Cl)cc1
-5% | Cc1cc(C)nc(NC(=O)/C=C/c2ccccc2Cl)c1
-1%[57.5 µM] | Cc1ccc2[nH]c(=O)c(CN(C(=O)c3cccc([N+](=O)[O-])c3)C(C)C)cc2c1
6%[57.5 µM] | COC(=O)/C=C1\S/C(=N/N=C/c2ccc(Cl)cc2)NC1=O
-8%[57.5 µM] | CC(/C=N/NC(=O)Cn1nnc(N)n1)=C\c1ccc(C(C)C)cc1
8% | COc1ccc(CC(=O)NNC(=S)Nc2ccccc2)cc1Cl
-11%[57.5 µM] | CS(=O)(=O)N1CCN(c2ccc(NC(=O)CSc3nnc(-c4ccco4)o3)cc2)CC1
-5% | O=C1N/C(=C/c2ccco2)C(=O)N1Cc1ccccc1F
4%[57.5 µM] | O=C(O)c1ccn2c(C(=O)c3ccc(Cl)cc3)c(-c3ccccc3)cc2c1
-8% | Nc1ccc2c(c1)nc(Cc1ccccc1)n2CCO
2% | CC1=NN(C(=O)c2ccccc2-n2cccc2)C(O)(C(F)(F)F)C1 (stereo not drawn)
-11% | O=C(NCc1ccco1)c1ccc(N2CCOCC2)c([N+](=O)[O-])c1
2% | C/C(=N\NC(=O)c1cc(-c2cccnc2)nc2ccccc12)c1ccccc1O

Arranged by formula weight (highest first): part of the list above.
ERK EGF inh | mol
-4% | O=C(c1cc(C(F)(F)F)cc(C(F)(F)F)c1)N1CCC2(CCCN(c3ccccn3)C2)CC1
-2% | CCC(C)(C)NC(=O)C(c1ccc(F)cc1)N(Cc1cccs1)C(=O)c1cnccn1 (stereo not drawn)
3% | COCCN(C)C(=O)CC1C(=O)NCCN1CC(c1ccccc1)c1ccccc1 (stereo not drawn)
u | CC(C)(C)C(=O)NCCc1nc2ccccc2n1CC(=O)c1ccc(Cl)cc1
4%[57.5 µM] | O=C(O)c1ccn2c(C(=O)c3ccc(Cl)cc3)c(-c3ccccc3)cc2c1
u | COc1cc(S(=O)(=O)NCCN2CCOCC2)ccc1-n1cnnn1

Continued.
ERK EGF inh | mol
-13%[57.5 µM] | C#CCOCCOCCOCCNc1nc(N2CCN(C(=O)[C@H](CCC(=O)O)n3cc(C(N)CO)nn3)CC2)nc(N2CCN(C(=O)[C@H](CCC(=O)O)n3cc(C(N)[C@H](C)CC)nn3)CC2)n1 (stereo partly drawn)
12% | CC1CCC(C(C)C)C(OP(=O)(c2ccc(N(C)C)cc2)C(O)c2cccnc2)C1 (stereo not drawn)
4% | COC(=O)c1ccc(COc2cccc3c2CCN(Cc2ccccc2)C3=O)o1
-1% | CCOC(=O)N1CCN(Cc2cn[nH]c2-c2cccc3ccccc23)CC1
2% | N#CC1(C#N)C(c2ccccc2)OC23CCCCCC2C1(C#N)C(=N)O3 (stereo not drawn)
1% | O=C(CN(c1ccc(F)cc1)S(=O)(=O)c1ccccc1)NCCSC1CCCCC1
-1% | CC(=O)N1CCN(C(=S)Nc2ccc(Oc3ccccc3)cc2)CC1
5% | c1ccc2c(c1)ncn2CCN1CCCCC1
-11% | CC(C)Cn1c(SCC(=O)N2CC(=O)Nc3ccccc32)nc2ccccc21
-3% | O=C(Nc1ccccc1-c1nnn(CC(=O)N2CCOCC2)n1)c1ccccc1F
-18% | Cc1ccc(S(=O)(=O)Nc2ccc(-c3nnc(SCc4ccccc4Cl)o3)cc2)cc1
-1% | CC(=O)c1c(C)[nH]c(C(=O)Nc2cccc(S(=O)(=O)N(C)C)c2)c1C
14% | Cn1cc(CCC(=O)N2CCCC(C(=O)c3ccc(C(C)(C)C)cc3)C2)cn1 (stereo not drawn)
-2% | CC(=O)c1cccc(NS(C)(=O)=O)c1
-6% | COC(=O)c1ccc(C(=O)OC)c(NC(=S)N2CCC(C(N)=O)CC2)c1
-6% | O=C(NCCc1ccccc1)C1CCC(CNc2nc(=S)[nH]c3ccccc23)CC1 (stereo not drawn)
1% | Cc1cccc(C)c1NC(=O)C1c2cccc[n+]2CC(=O)N1Cc1cccs1 (stereo not drawn)
-2% | COc1cccc(NC(=O)C2CCCN(S(=O)(=O)c3cccc4cccnc34)C2)c1 (stereo not drawn)
-3% | COc1ccc(-c2csc(C)n2)cc1Br
4% | N#CC(c1ccc(=O)[nH]n1)c1ccc(Cl)cc1Cl (stereo not drawn)
7% | Cc1c(NC(=S)N/N=C/c2ccc(N(C)C)cc2)c(=O)n(-c2ccccc2)n1C
u | Cc1c(N=NC2=C(O)CC(C)(C)CC2=O)cc2c(c1[N+](=O)[O-])C(C)(C)CC2(C)C
-5% | CC(C)Cn1c(=S)[nH]c2ccccc2c1=O
7% | O=C(Nc1nnc(SCc2cccc(F)c2)s1)c1ccco1
7.9µM* | N#C/C(C(N)=O)=c1/ccc2c(c1)N1C3=C(CCCC3)CC3CCCCC31N=2 (stereo not drawn)
-15% | CCCc1cc(=O)[nH]c(SCc2cc(=O)oc3cc(C)c(C(C)C)cc23)n1
8% | Cc1ccc2[nH]c(=O)c(CN(CCCN(C)C)C(=O)Nc3ccc(F)cc3)cc2c1
-12% | COC(=O)c1c[nH]n2c(=O)c(C(C)C)c(C)nc12
-2% | Cc1cc(/C=C(\C#N)C(=O)OCC#N)c(C)n1CC(C)C
-3% | CCOCCCNC(=O)C(NC(=O)c1ccc2c(c1)OCO2)c1ccc(Cl)cc1 (stereo not drawn)
-5% | CN(C)c1nc(N)nc(CSc2nc3c(c(=O)n(C)c(=O)n3C)n2Cc2ccccc2F)n1
0% | COc1cccc(N2CCN(C(=O)C3CCN(S(=O)(=O)c4cccs4)CC3)CC2)c1
4% | CC/C(=N/N=C(\CC)c1ccccc1)c1ccccc1
-5% | COCCNCC(=O)Nc1ccc(C)c(S(=O)(=O)N2CCCCC2)c1
5% | C=CCn1c(SCC(=O)NCc2ccco2)nc2ccccc2c1=O
-8%[57.5 µM] | O=C(/C(=N/O)n1cncn1)c1ccccc1Cl
4% | CCOC(=O)C(=N/O)/C(C)=N/NC(C)=O
-9% | COc1cc(-n2c(=O)c3ccccc3n(CC(=O)OCc3ccccc3)c2=O)cc(OC)c1OC
7% | CCCCCCCn1c2c(c(=N)c3c1CCC3)CCCC2
-6% | O=C(Cn1cncn1)NCCCc1ccccc1

Continued, starting with the last 2 of the part before.
ERK EGF inh | mol
7% | CCCCCCCn1c2c(c(=N)c3c1CCC3)CCCC2
-6% | O=C(Cn1cncn1)NCCCc1ccccc1
-5% | Cc1cccc(C(=O)NNC(=O)c2ccc(Br)cc2)c1
4% | COc1cc(/C=N/NC(=O)COc2cccc(F)c2)ccc1OS(=O)(=O)c1ccc(C)cc1
1%[57.5 µM] | O=C(Cc1ccccc1)N1CCC(c2ccccc2)C1 (stereo not drawn)
-8% | CC(=O)c1ccc(N/C=C\C(=O)c2ccc(C)cc2)cc1
3% | O=C(COC(=O)c1cccc(Cl)c1Cl)NCCN1C(=O)CSC1=O
u | COc1cc(CNc2ccc(N3CCCC3)cc2)cc(Cl)c1OC
-3% | Cc1sc(NC(=O)Cc2ccc3c(c2)OCO3)nc1-c1ccc2c(c1)CCN2C(=O)c1ccccc1F
-2% | Cc1ccc(C(=O)NCC(=O)OCC(=O)Nc2cc(C)c(C)cc2[N+](=O)[O-])cc1
5% | O=C(COc1cccc2cccnc12)NNC(=O)Nc1ccccc1
3%[57.5 µM] | S=C(NNC(=S)NC1CC2C=CC1C2)NC1CC2C=CC1C2 (stereo not drawn)

Look-ups from the list:
CCCCCCCn1c2c(c(=N)c3c1CCC3)CCCC2 @ ERK EGF inh = 7%
CC(C)Cn1c(SCC(=O)N2CC(=O)Nc3ccccc32)nc2ccccc21 @ ERK EGF inh = -11%
CC(=O)c1ccc(N/C=C\C(=O)c2ccc(C)cc2)cc1 @ ERK EGF inh = -8%
Cc1cc2oc(C(=O)N(Cc3cccs3)C3CCS(=O)(=O)C3)cc(=O)c2cc1Cl (stereo not drawn) @ ERK EGF inh = -11%[57.5 µM]

High-throughput results as filed in PubChem BioAssay.
